High-throughput results as filed in PubChem BioAssay.
RGS8-Gao reg – regulators of human RGS8-Galphao interaction | P09471 | multiplexed bead flow cytometry, RGS8-Galphao binding; actives lie on both sides | response (percent of control binding), % at 10 µM | hit rate 0.34% among 220,000 | AID 1423; in the data active means response below about 60% or above about 140%; inactive means in between;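 further: Galphao activated as the GDP aluminium fluoride complex binding bead-coupled RGS8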
Target sequence (P09471 whole entry, looked up): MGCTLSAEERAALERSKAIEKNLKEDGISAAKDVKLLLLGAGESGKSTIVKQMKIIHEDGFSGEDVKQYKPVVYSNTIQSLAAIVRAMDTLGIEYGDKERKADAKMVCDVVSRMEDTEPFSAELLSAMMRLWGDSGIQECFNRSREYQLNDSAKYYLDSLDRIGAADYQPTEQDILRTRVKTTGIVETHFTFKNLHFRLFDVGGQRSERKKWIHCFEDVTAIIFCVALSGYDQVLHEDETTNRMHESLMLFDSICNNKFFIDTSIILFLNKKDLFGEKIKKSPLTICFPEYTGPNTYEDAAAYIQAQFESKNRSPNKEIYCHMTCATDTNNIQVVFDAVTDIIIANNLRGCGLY
RGS7-Gao reg – human RGS7-Galphao interaction regulation. Multiplexed bead flow cytometry, RGS7-Galphao binding; actives lie on both sides. P09471. AID 1439. hit rate 0.35% among 220,000. binding response (% of control), % at 10 µM; in the data active means binding response below about 49% or above about 150%; inconclusive means no clear call, values can overlap the other calls; inactive means in between;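 further: fluorescent Galphao held in activated GDP-AlF4 state binding bead-coupled RGS7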
RGS4-Gao reg – human RGS4-Galphao interaction regulation; P09471; Multiplexed bead flow cytometry, RGS4-Galphao binding; actives lie on both sides; binding response (% of control), % at 10 µM; hit rate 0.33% among 220,000; in the data active means binding response below about 49% or above about 150%; inactive means in between;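 further: fluorescent Galphao activated with aluminum fluoride binding bead-coupled RGS4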
Starred values were filed as active, the others as inactive; u = inconclusive; x = no result given; & = joins results of further samples; [ ] = remark or other dose. This is a subset; the hit share may differ from the screen's.

SMILES	RGS8-Gao reg	RGS7-Gao reg	RGS4-Gao reg
CNC(=O)c1c(NC(=O)c2ccc(S(=O)(=O)N3CCCc4ccccc43)cc2)sc2c1CCN(C)C2	99	u	96
Cc1ccccc1NC(=O)/C(C#N)=C\c1cc(C)n(-c2ccc(C(=O)O)cc2)c1C	102	u	101
CC(=O)C1=NN(c2ccc(Cl)cc2)C(c2ccc3c(c2)OCO3)N(C(C)=O)N1C (stereo unspecified)	100	u	95
O=C(O)CSc1c2c(nc3cc(C(=O)NCCN4CCOCC4)ccc13)CCC2	100	u	99
COC(=O)c1cc(N=Nc2sc(N)nc2C)cc(C(=O)OC)c1	99	u	99
S=c1[nH]nc(-c2ccc(Cl)cc2)n1/N=C/c1cccs1	101	u	104
CC[C@H](C)[C@H](NC(=O)c1ccccc1)C(=O)Nc1ccc(S(=O)(=O)Nc2cc(C)nc(C)n2)cc1	101	u	98
O=C(CSc1ncn[nH]1)Nc1nc(-c2cccc([N+](=O)[O-])c2)cs1	99	u	94
Cc1onc(-c2c(Cl)cccc2Cl)c1C(=O)N1CCSCC1	98	u	96
Cc1cc(C)n2nc(Sc3ncccc3[N+](=O)[O-])nc2n1	99	u	103
COc1cc(C(F)(F)F)c(C(=O)NCc2cccc(Cl)c2)cn1	101	u	101
CC/C(C)=N/Oc1nc(C)cc(C)n1	101	u	98
CCOc1ccc(CN2CCN(Cc3c(C)nn(CC)c3C)CC2CCO)cc1 (stereo unspecified)	101	u	104
N#C/C(=N\Nc1cccc(C(F)(F)F)c1)C(=O)c1ccsc1	99	u	100
O=S1(=O)CCC(NC(=S)Nc2ccccc2)C1 (stereo unspecified)	103	u	96
COc1cccc(C(=O)Nc2nc(SCc3ccc(Cl)cc3)n[nH]2)c1	100	u	104
c1ccc(-c2cc(-c3ccccc3)on2)cc1	103	u	104
C#CCO[C@@H]1C[C@H](n2cnc3c(NC(=O)c4ccccc4)ncnc32)O[C@@H]1CO	99	u	98
Cc1ccc(S(=O)(=O)CCc2nnc(NC(=O)C3CCCCC3)s2)cc1	100	u	101
Cc1ccc(Nc2c(-c3ccc(N(C)C)cc3)nc3ncccn23)cc1	97	u	96
N#CCN1CCC2(O)CCCCC2C1c1ccc2c(c1)OCO2 (stereo unspecified)	101	u	103
COc1cccc2[nH]c3c(N4CCc5ccccc5C4)ncnc3c12	98	u	106
CC1(C)CC(=O)C=C(NCCc2c[nH]c3ccccc23)C1	98	u	97
NC(=O)c1ccc(-c2csnn2)cc1	93	u	95
O=C(CSc1nnc(Cc2ccsc2)o1)c1ccccc1	99	u	97
Following part:
SMILES	RGS8-Gao reg	RGS7-Gao reg	RGS4-Gao reg
COc1ccc(OCC(O)CNC(=O)c2ccc(C)cc2)cc1 (stereo unspecified)	101	u	110
COc1ccc(C(CCNCc2ccc(OC)c(OC)c2)c2ccc(F)cc2)cc1 (stereo unspecified)	99	u	96
CC(C)(C)[C@@H]1C=C(C(N)=O)O[C@H](OCc2ccc(CO)cc2)C1	106	u	103
C=CC(COCc1ccccc1)N(C(=O)OC(C)(C)C)S(=O)(=O)c1ccccc1Br (stereo unspecified)	84	u	86
COCCN(CCOC)c1ncnc2c1cnn2-c1ccccc1	99	u	96
Cc1cc(/C=N/NC(=O)C(O)(c2ccccc2)c2ccccc2)c(C)n1-c1cccc(C(=O)O)c1	103	u	93
C#CCCOC(=O)N1C2=NC(C(=O)OC)=C(C(=O)OC)[C@@H]3N(Cc4ccccc4)c4ccccc4[C@]23C[C@H]1C(=O)OC	104	u	102
COc1ccc(C2c3ccc(O)cc3Oc3ncn(CCN4CCOCC4)c(=N)c32)cc1 (stereo unspecified)	97	u	96
Cc1nn(C)cc1/C=N/NC(=O)Cn1nnc(N)n1	97	u	98
Cc1onc(-c2c(F)cccc2Cl)c1C(=O)c1ccccc1O	97	u	94
Cn1cnc(S(=O)(=O)Nc2cc(C(F)(F)F)ccc2N2CCOCC2)c1	100	u	98
CC(C)c1nc2sc3c(=O)[nH]cnc3c2c2c1CCCC2	96	u	86
Oc1nc(Nc2ccccc2)sc1/C=C1\C=Nc2ccccc21	103	u	98
CC1CC(O)C(C)CN1 (stereo unspecified)	104	u	101
Cc1oc(-c2ccc(Cl)cc2)cc1C(=O)O	100	u	102
O=c1[nH]c2ccccc2nc1C(F)(F)F	137	u	173*[activator]
CCOC(=O)c1c(NC(=S)NC)sc2c1CCCC2	103	u	97
OC1=C(O)c2nc3cc(C(F)(F)F)ccc3nc21	102	u	104
COC(=O)c1ccsc1NC(=O)c1ccc2c(c1)OCCO2	92	u	84
O=c1c(C(c2ccc(Br)cc2)c2c(O)nc3n(c2=O)CCS3)c(O)nc2n1CCS2	93	u	85
Oc1cccc(Nc2nc(O)c(/C=C3\C=Nc4ccccc43)s2)c1	102	u	108
CC(=O)OC(c1nc2ccccc2c(=O)n1C1CC2(OC1=O)c1ccccc1N1C(=O)C(C)(C)N(O)C12)C(C)C (stereo unspecified)	100	u	102
O=C(NC1CC1)C1=C[C@@H](c2ccc3c(c2)OCO3)C[C@@H](OCCCCO)O1	100	u	102
CCOC(=O)c1sc2nc(C)[nH]c(=O)c2c1C	103	u	99
O=C(Nc1ccc(F)cc1F)N1CCN(CCc2ccccc2)CC1	99	u	100

Entries of single compounds from above. Order of screens: RGS8-Gao reg	RGS7-Gao reg	RGS4-Gao reg
COc1ccc(C(CCNCc2ccc(OC)c(OC)c2)c2ccc(F)cc2)cc1 (stereo unspecified) reads 99	u	96
CC1CC(O)C(C)CN1 (stereo unspecified) reads 104	u	101
Cn1cnc(S(=O)(=O)Nc2cc(C(F)(F)F)ccc2N2CCOCC2)c1 reads 100	u	98
C#CCCOC(=O)N1C2=NC(C(=O)OC)=C(C(=O)OC)[C@@H]3N(Cc4ccccc4)c4ccccc4[C@]23C[C@H]1C(=O)OC reads 104	u	102

Arranged by value in RGS4-Gao reg (smallest number first): 7 from the list above.
SMILES	RGS8-Gao reg	RGS7-Gao reg	RGS4-Gao reg
COC(=O)c1ccsc1NC(=O)c1ccc2c(c1)OCCO2	92	u	84
CC(C)c1nc2sc3c(=O)[nH]cnc3c2c2c1CCCC2	96	u	86
COc1ccc(C2c3ccc(O)cc3Oc3ncn(CCN4CCOCC4)c(=N)c32)cc1 (stereo unspecified)	97	u	96
Oc1nc(Nc2ccccc2)sc1/C=C1\C=Nc2ccccc21	103	u	98
Cc1oc(-c2ccc(Cl)cc2)cc1C(=O)O	100	u	102
CC(C)(C)[C@@H]1C=C(C(N)=O)O[C@H](OCc2ccc(CO)cc2)C1	106	u	103
OC1=C(O)c2nc3cc(C(F)(F)F)ccc3nc21	102	u	104

(listing goes on)
SMILES	RGS8-Gao reg	RGS7-Gao reg	RGS4-Gao reg
CC(C)C(NS(=O)(=O)c1cccc(C(F)(F)F)c1)C(=O)O (stereo unspecified)	100	u	101
CCOC(=O)c1c(C)oc2cc(Cl)c(O)c(CN(C)C)c12	96	u	93
CCCCCOC(=O)CCN1C(=O)/C(=C2\SC(=S)N(CCC(=O)OCCCCC)C2=O)SC1=S	101	x	114
O=C(CSc1nnc(-c2ccc(C(F)(F)F)cn2)s1)c1ccccc1	100	u	103
Cc1nc(N)ncc1Sc1ccccc1	97	u	90
COc1ccc(-c2c[n+]3c(n2-c2ccc(C)cc2)CCCCC3)cc1	100	u	100
C=CCn1c(SCc2nc3ccccc3c(=O)[nH]2)nc2scc(C3CC3)c2c1=O	102	u	98
O=C(Nc1cc(S(=O)(=O)N2CCOCC2)ccc1N1CCOCC1)c1ccc(Cl)nc1	100	u	101
CS(=O)(=O)c1ccc2nc(NC(=O)C3=NN(c4ccccc4)C(=O)CC3)sc2c1	112	u	121
O=C(NCc1ccc(-c2csnn2)cc1)c1cc(Cl)cc(Cl)c1	101	u	101
CSc1nnc(CCNC(=O)OC(C)(C)C)o1	102	u	97
CC(=O)Nc1ccc(NC(=O)C(C)OC(=O)/C=C/c2cnc3ccccc3n2)cc1 (stereo unspecified)	102	u	101
CCOC(=O)c1ccccc1OCc1cc(/C=N/NC(=O)c2ccncc2)ccc1OC	93	u	90
CCN(CC)C(=N)/C(C#N)=N/Nc1ccccc1	102	u	103
CC(=O)Nc1ccc(S(=O)(=O)NC(CC(=O)O)c2ccc(C)cc2)cc1 (stereo unspecified)	102	u	105
CCCCC1=CC2=C(c3ccco3)C(=O)C(C)(OC(=O)c3ccc(OC)cc3)C(=O)C2=CN1CCCN(CC)CC (stereo unspecified)	99	u	98
C/C(=N/Nc1nc(-c2ccccc2)c(CC(=O)O)s1)c1ccccc1	100	u	98
O=C(NC(=S)NN1CCCCC1c1cccnc1)c1ccc(Cl)cc1Cl (stereo unspecified)	98	u	98
CCCCOC(=O)C1=C(N)N2C(=O)C(C)SC2=C(C(=O)OCC)C1c1ccc(O)c(OC)c1 (stereo unspecified)	97	u	90
O=C1COc2ccc(C(=O)COC(=O)/C=C/c3cccc(F)c3)cc2N1	100	u	98
Cc1ccc2nc(Cl)c(C3CC(c4ccco4)=NN3S(C)(=O)=O)cc2c1 (stereo unspecified)	100	u	112
COCCn1c(-c2ccc(C)cc2)nc2oc3cc(OC)ccc3c(=O)c2c1=O	105	u	108
CC1CCCN(C(=O)CN2CCC(c3nc4ccc(Cl)cc4[nH]3)CC2)C1 (stereo unspecified)	103	u	95
O=C(Cc1ccc(F)cc1)OCn1nnc2ccccc2c1=O	100	u	100
COCCn1c(-c2cccs2)nc2nc3ccccc3nc21	98	u	98

Two of the compounds above, field by field:
canonical_smiles: CC(C)C(NS(=O)(=O)c1cccc(C(F)(F)F)c1)C(=O)O (stereo unspecified)
  RGS8-Gao reg: 100 | RGS7-Gao reg: u | RGS4-Gao reg: 101

canonical_smiles: CC(=O)Nc1ccc(NC(=O)C(C)OC(=O)/C=C/c2cnc3ccccc3n2)cc1 (stereo unspecified)
  RGS8-Gao reg: 102 | RGS7-Gao reg: u | RGS4-Gao reg: 101

(continued)
SMILES	RGS8-Gao reg	RGS7-Gao reg	RGS4-Gao reg
Cc1nnc(SCc2nc3sc(C(=O)O)c(C)c3c(=O)[nH]2)s1	100	u	102
CCN(CC)CCn1cnc2c1c(=O)n(CCOC(=O)c1cc(OC)c(OC)c(OC)c1)c(=O)n2C	131	u	155*[activator]
O=C(O)/C=C/C(=O)Nc1c(F)cccc1F	100	u	100
Nc1nc(SCC(=O)NC2CCCC2)[nH]c(=O)c1NC(=O)c1cccs1	99	u	92
C/C(=N\Nc1ccc(S(N)(=O)=O)cc1[N+](=O)[O-])c1ccco1	101	u	99
Nc1nc(Nc2ccc(Cl)cc2)nc(NCc2ccco2)c1[N+](=O)[O-]	102	u	104
O=C(Cn1nc(Cc2ccncc2)c2ccccc2c1=O)Nc1cccnc1Cl	97	u	99
COc1cccc(C2CC(=O)Nc3n[nH]c(-c4ccccc4)c32)c1OC (stereo unspecified)	100	u	95
O=C(CN1C(=O)C2CC=CCC2C1=O)Nc1ccc(S(=O)(=O)Nc2ncccn2)cc1 (stereo unspecified)	99	u	107
CCOC(=O)C1=NN(c2ccc(Cl)cc2)C(=O)C1	97	u	91
Cc1ccc(C)c(NC(=O)CN(C)S(=O)(=O)c2cccc3cccnc23)c1	104	u	104
NS(=O)(=O)c1ccc(NC(=O)COC(=O)c2cn(-c3ccccc3)nc2-c2ccccc2)cc1	100	u	102
O=[N+]([O-])c1cccc(-c2csc(CS(=O)(=O)Cc3ccco3)n2)c1	97	u	103
CCOC(=O)c1cc(-c2csc(COc3ccc(Cl)cc3)n2)on1	107	u	104
N/C(=N\OC(=O)COc1ccc(Br)cc1)c1cccc([N+](=O)[O-])c1	90	u	86
CC(C)(C)C1CCC2(CC1)CC(=O)c1ccccc1O2 (stereo unspecified)	104	u	98
O=C1CCS/C(=N\N=C\c2ccc(Cl)cc2Cl)N1	96	u	93
COc1cc(/C=N/N=C/c2c[nH]c(=O)c(C#N)c2Nc2ccccc2)ccc1O	103	u	101
CN(C)S(=O)(=O)Nc1cccc(Br)c1	101&104	u	101&109
O=C(CCCc1ccccc1)Nc1ccc(S(=O)(=O)N2CCOCC2)cc1	101	u	100
Cc1cccc(COCCN2CCN(S(=O)(=O)c3ccccc3)CCC2=O)c1	100	u	102
C=CCN1CC(C)/C(=N\O)CC1C (stereo unspecified)	102	u	100
Nc1ccc(Cl)cc1C(=O)OCC(=O)NC1CCS(=O)(=O)C1 (stereo unspecified)	90	u	78
Cc1c(C(=O)N(Cc2ccccc2)Cc2cccnc2)cnn1-c1ccc(F)cc1	103	u	109
CNC(=S)NNC(=O)c1ccc(C(C)(C)C)cc1	104	u	104
Next section:
SMILES	RGS8-Gao reg	RGS7-Gao reg	RGS4-Gao reg
C=CCNC(=O)c1onc(CSc2ccc(Cl)cc2)c1C(=O)NCC=C	100	u	98
COc1ccc(-c2cc(-c3ccco3)[nH]c(=O)c2C#N)cc1	102	u	105
Cc1ccsc1CNC(=O)c1c(-c2ccccc2)noc1C	106	u	101
C/C=C\C=C\C(=O)N1CC2(CC(c3cccc(NC(=O)CC)c3)=NO2)C[C@H]1C(N)=O (stereo partly specified)	87	u	95
CC1(c2nnc(-c3ccccc3)o2)CC(c2ccc(F)cc2)=NO1 (stereo unspecified)	102	u	105
Cc1cc(C)n2ncc(/C(N)=N/OC(=O)c3ccccc3F)c2n1	101	u	106
CCN(CC)C(=O)C1(P(=O)(c2ccccc2)c2ccccc2)CCC1	99	u	90
Cc1ccc2nc(NCc3ccccc3)c(C=NCc3cccnc3)c(=O)n2c1	97	u	97
